Screening data from PubChem.
GLP-1R agonist: qHTS of GLP-1 Receptor Agonists; Glucagon-like peptide 1 receptor (Homo sapiens), P43220; HEK293 GLP-1R CRE-luciferase, luminescence, 4-6 h; cells express a hypersensitive GLP-1R form; Potency, µM (top dose mostly 45.6 µM), without a hit: top-dose activation, hits mostly activators; actives 0.007% (n = 380,000); AID 624172, 2012; further: potency means the concentration at half of the fitted maximal effect; % of control where 0% means no effect
Target sequence (P43220 whole entry, looked up): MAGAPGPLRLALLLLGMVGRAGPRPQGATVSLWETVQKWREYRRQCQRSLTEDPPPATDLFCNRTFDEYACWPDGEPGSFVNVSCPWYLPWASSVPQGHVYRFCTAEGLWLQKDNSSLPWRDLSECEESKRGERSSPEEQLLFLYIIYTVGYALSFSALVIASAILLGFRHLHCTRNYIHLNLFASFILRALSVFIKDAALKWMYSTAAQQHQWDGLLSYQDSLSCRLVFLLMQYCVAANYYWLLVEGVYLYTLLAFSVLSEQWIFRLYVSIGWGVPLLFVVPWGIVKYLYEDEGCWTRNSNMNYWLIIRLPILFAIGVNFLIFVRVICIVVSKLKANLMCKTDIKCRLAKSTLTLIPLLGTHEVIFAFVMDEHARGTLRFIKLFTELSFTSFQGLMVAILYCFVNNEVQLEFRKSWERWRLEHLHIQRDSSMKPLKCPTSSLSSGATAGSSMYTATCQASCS
GLP1R cytotox: qHTS of GLP-1 Receptor Inverse Agonists: Cytotox Screen. HEK293 cAMP-luciferase reporter cells, luminescence, 24 h. Potency, µM (highest dose often 38.3 µM), without a hit: at the top dose activity change, negative = inhibition, most hits filed as inhibitors. actives 0.13% (n = 410,000). AID 624418, 2012;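 further: loss of luciferase light is scored as toxicity; potency means the concentration at half of the fitted maximal effect; on the % scale 0 is the no-effect control and ±100 the full control effect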
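Compound-treated cells are incubated 24 hr at 37 deg C under 5% CO2 after a 12 hour attachment period, then luciferase detection reagent is added and luminescence is measured following 12 min at room temperature; lowered signal indicates toxicity.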
GLP1R inv ag: qHTS of GLP-1 Receptor Inverse Agonists (Inhibition Mode) | Glucagon-like peptide 1 receptor (Homo sapiens), P43220 | actives 1.6% (n = 410,000) | Potency, µM (doses to about 38.3 µM), for the others: at the highest dose activity change, negative = inhibition, actives largely listed as inhibitors | HEK293 GLP-1R CRE-luciferase, luminescence, 24 h; GLP-1R form is constitutively active; further: potency means the concentration at half of the fitted maximal effect; on the % scale 0 is the no-effect control and ±100 the full control effect; nearly all actives have a fitted effect of over 55% in size
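Assay principle: reduced luminescence from a cAMP-responsive reporter in HEK293 cells co-expressing a constitutively active GLP-1R. Conditions: 24 hr compound incubation, 37 deg C, 5% CO2.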
PI5P4Ka inh: qHTS for Inhibitors of phosphatidylinositol 5-phosphate 4-kinase (PI5P4K); Phosphatidylinositol 5-phosphate 4-kinase type-2 alpha (Homo sapiens), P48426; PI5P4Kalpha enzyme, ADP-Glo luminescence, 60 min; hits give low values; max response, %; actives 1.2% (n = 330,000); AID 652105, 2013; active means max response of -50% or lower; inconclusive means between -30% and -50%; inactive means -30% or higher; further: value at the top dose of about 77 µM; on the % scale 0 is the no-effect control and ±100 the full control effect
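PI5P4Kalpha ADP-Glo assay; 5 microM ATP final; 60 min RT reaction; HEPES pH 7.4/EGTA/CHAPS, 5% DMSO; controls lacking substrate or enzyme; luminescent end-point.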
PTHR1 ag: qHTS for PTHR1 Agonists: Primary Screen. Parathyroid hormone/parathyroid hormone-related peptide receptor (Homo sapiens), Q03431. HEK293 GP2 PTHR1 cells, GloSensor cAMP luminescence, 1 h. Potency, µM (titrated, usually from 115 µM), without a hit: at the highest dose activation, hits mostly activators. actives 0.075% (n = 410,000). AID 743266, 2014; further: potency means the concentration at half of the fitted maximal effect; nearly all actives have a fitted effect of over 55% in size; some results filed as inactive show a strong effect at the top dose; inactives centre near -15; many of its hits are not listed in these tables
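HEK-293-derived GP2 cells expressing PTHR1 and a GloSensor cAMP reporter, 3,000/well, plated overnight, given luciferin plus IBMX (each 0.5 mM as added) for 1 h at 37 °C, then compound for 1 h at 37 °C. Luminescence was read after 15 min at room temperature.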
PLK1 PBD inh: qHTS for Inhibitors of PLK1-PDB (polo-like kinase 1 - polo-box domain): Primary Screen | Serine/threonine-protein kinase PLK1 (Homo sapiens), P53350 | Plk1 PBD binding of FITC phosphopeptide, fluorescence polarization | Potency, µM, for inactives: max response, negative = inhibition, actives largely listed as inhibitors | actives 2.8% (n = 360,000) | AID 720504, 2013; further: potency means the concentration at half of the fitted maximal effect; series mostly up to about 57 µM; on the % scale 0 is the no-effect control and ±100 the full control effect; nearly all actives have a fitted effect of over 65% in size
Target sequence (P53350 whole entry, looked up, the tested form may be a part): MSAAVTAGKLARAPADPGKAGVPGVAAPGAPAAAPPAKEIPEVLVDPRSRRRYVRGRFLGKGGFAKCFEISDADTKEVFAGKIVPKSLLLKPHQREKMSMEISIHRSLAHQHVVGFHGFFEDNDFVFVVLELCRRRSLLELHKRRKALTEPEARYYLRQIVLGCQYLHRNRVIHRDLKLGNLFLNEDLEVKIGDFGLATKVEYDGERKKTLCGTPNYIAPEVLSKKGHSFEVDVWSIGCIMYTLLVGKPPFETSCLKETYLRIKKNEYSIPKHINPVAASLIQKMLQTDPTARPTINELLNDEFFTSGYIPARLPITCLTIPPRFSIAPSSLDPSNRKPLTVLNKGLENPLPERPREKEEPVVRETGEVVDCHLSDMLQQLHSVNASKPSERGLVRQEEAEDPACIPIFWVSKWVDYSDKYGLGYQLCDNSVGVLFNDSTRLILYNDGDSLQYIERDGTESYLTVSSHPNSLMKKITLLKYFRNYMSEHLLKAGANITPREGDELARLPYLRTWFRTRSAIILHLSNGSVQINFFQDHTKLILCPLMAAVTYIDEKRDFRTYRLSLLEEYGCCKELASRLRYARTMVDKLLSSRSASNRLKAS
EPAC1 antagonist: qHTS for Antagonist of cAMP-regulated guanine nucleotide exchange factor 3 (EPAC1): primary screen; Rap guanine nucleotide exchange factor 3 (Homo sapiens), O95398; Potency, µM (titrated, usually from 115 µM), inactives show at the top dose activity change, negative = inhibition, actives largely listed as inhibitors; EPAC1 GEF assay, Rap1b-BODIPY-GDP exchange fluorescence; actives 0.14% (n = 360,000);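 further: potency means the concentration at half of the fitted maximal effect; plate controls were vehicle for no effect and positive control for full effect; nearly all actives have a fitted effect of over 50% in size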
EPAC1 agonist: qHTS for Agonist of cAMP-regulated guanine nucleotide exchange factor 3 (EPAC1): primary screen; Rap guanine nucleotide exchange factor 3 (Homo sapiens), O95398; EPAC1 agonist qHTS, biochemical assay; response scale: 100% = response to 6.5 mM cAMP; Potency, µM (series often up to 154 µM), for the others: top-dose activation, actives largely listed as activators; actives 0.073% (n = 360,000); further: potency means the concentration at half of the fitted maximal effect; nearly all actives have a fitted effect of over 60% in size
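Read-out is the fluorescence drop as BODIPY-GDP leaves Rap1B (480 nm excitation, 540 nm emission), recorded every 5 minutes over 30 minutes. Reactions held 100 nM EPAC1, 250 nM Rap1B–BODIPY-GDP and 50 uM GDP, with 6.5 mM cAMP setting full activation.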
IL2 activator: qHTS of IL-2 Activators; IL-2 activation reporter assay, cell-based qHTS; stimulated with anti-CD3/CD4/CD28 beads; in transgenic mouse T cells; activation, % (series mostly up to about 46 µM); actives 0.065% (n = 360,000); in the data active means activation above about 50%; inconclusive means mostly about 30% to 49%; further: 0% is about no effect
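Quantitative HTS in unstimulated transgenic mouse T cells, with memory T cells as non-tolerant control and PMA/ionomycin as tolerance-bypass control. Compound pretreatment lasted 60 minutes before 18 h bead stimulation; EGFP/DsRed fluorescence read.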
Numbers without * were called inactive; i = inactive; u = inconclusive; x = not tested or not shown; & = joins results of further samples; [ ] = dose if it differs, or a comment. Unless noted, the call rests on the fitted dose curve; in most records, active means well fitted curve in the direction sought with a large enough effect; inconclusive means small, poorly fitted or top-dose-only effect, or another doubt; inactive means no such curve, though single readings can be large; an effect the other way counts as inactive or inconclusive. This is a subset; the hit share may differ from the screen's.

Second line of a record – GLP-1R agonist	GLP1R cytotox	GLP1R inv ag	PI5P4Ka inh	PTHR1 ag	PLK1 PBD inh	EPAC1 antagonist	EPAC1 agonist	IL2 activator
Cc1ccc(C(=O)C(O)C(c2ccc(C)cc2)N2CCCCC2)cc1 (stereo not given)
  3%	4%	-30%	-11	i	-9%	-6%	5%	-3.4
N#CCOC(=O)C1CCN(S(=O)(=O)c2ccc3c(c2)OCCO3)CC1
  0%	-1%	15%	7	i	-3%	0%	9%	-1.5
CCOc1ccc2oc(C(=O)NC3CCN(Cc4ccccc4)CC3)c(C)c2c1
  9%	1%	u	-1	-34%[inhibitor]	-10%	-11%	1%	-0.1
COc1cc(C2N(Cc3ccccc3)CCN2Cc2ccccc2)ccc1OC(C)=O
  -4%	-7%	2%	3	-13%	5%	-1%	8%	0.0
CC(=O)Nc1ccc2nc(CN3CCN(CC=C(C)C)C(CCO)C3)ccc2c1 (stereo not given)
  15%	0%	-1%	-2	i	-15%	20%	10%	2.5
Cc1ccc(CS(=O)(=O)CCC(=O)NCCN2CCCCC2C)cc1 (stereo not given)
  -13%	-3%	3%	9	i	-5%	-9%	0%	0.0
COc1cc(C2NC(=O)NC(O)(C(F)(F)F)C2C(C)=O)cc(OC)c1OC (stereo not given)
  -1%	0%	16%	8	23%	-9%	9%	-4%	-0.6
COc1ccc2c(c1)[nH]c1c(=O)n(/N=C/c3ccc(OC)c(CN4CCCCC4)c3)cnc12
  9%	2%	15%	-3	-10%	-6%	-10%	2%	-2.3
CCOC(=O)[C@]12CCC=C1N(Cc1cccc3ccccc13)C(=O)[C@H](CC(=O)NCc1ccc(C)o1)C2
  -3%	-14%	u	-28	-1%	-12%	-8%	4%	-0.9
CCOC(=O)c1ccc(NC(=O)Nc2ccc(S(N)(=O)=O)cc2)cc1
  -12%	2%	4%	x	-7%	-5%	-2%	8%	-0.6
Cc1ccc(NC(=O)CSCc2c(C)noc2C)cc1C
  1%	3%	u	0	-3%[57.5 µM]	-16%	8%	8%	-3.1
COc1cc(C=O)cc(OC)c1OS(=O)(=O)c1ccc(NC(C)=O)cc1
  2%	-7%	0%	x	-20%[57.5 µM]	2%	10%	2%	-1.1
COc1ccc(N2c3ccccc3CN(Cc3ccccc3)[C@@H](C)[C@H]2Cc2c(C)cccc2C)cc1
  x	1%	15%	2	-3%	-2%	12%	-13%	0.9
CCC(C)Sc1nc2ccccc2n1CC(=O)O (stereo not given)
  -7%	4%	-3%	x	i	-2%	5%	-3%	0.0
COC(=O)c1c(NC(C)=O)sc2c1CCN(Cc1ccccc1)C2
  -7%	-2%	11%	3	-16%	-6%	17%	-12%	-2.4
CN(C)S(=O)(=O)c1ccc(N2CCCC2)c(C(=O)NCC(=O)Nc2ccc(F)c(F)c2)c1
  -2%	5%	2%	3	i	-2%	-1%	-11%	-4.7
O=C(NC1CCOCC1)C1CCC(=O)N(CCc2ccc(Cl)cc2)C1 (stereo not given)
  -4%	-7%	19%	2	i	2%	16%	-3%	-2.0
O=S(=O)(c1ccc(C(F)(F)F)cc1)N1CCCN(c2ccc(C(F)(F)F)cn2)CC1
  13%	-2%	u	21	-24%	-10%	u	4%	-2.8
Cc1ccc(S(=O)(=O)N2CCC(C(=O)NCc3ccccc3Cl)CC2)cc1
  -1%	-4%&8%	-20%&0%	x	-12%&-20%	-6%	9%	6%	0.3
OCC1(CCCc2ccccc2)CCN(Cc2cc(F)ccc2F)CC1
  13%	-5%	u	-1	-16%	-7%	-1%	3%	-1.7
COc1cccc(C(=O)c2c[nH]c(C(=O)NCCCN3CCOCC3)c2)c1
  -1%	5%	15%	1	i	-2%	4%	-14%	0.2
O=c1c2c(-c3cccs3)csc2ncn1-c1ccccc1
  25%	21%	u	-2	i	-7%	-12%	4%	0.5
C/C=C1\COC(C(=O)NCCCN2CCCC2=O)(C(F)(F)F)C=C1C=C(C)C (stereo not given)
  9%	6%	5%	1	-3%	u	3%	-7%	1.0
O=c1[nH]ncc(N/N=C\c2cccs2)c1Cl
  21%	-1%	62%[activator]	6	-23%	-11%	u	5%	-2.2
CCC(C)C(NC(=O)CCC(=O)OCC(=O)[C@@]1(O)CCC2[C@@H]3CCC4=CC(=O)C=C[C@]4(C)C3[C@@H](O)C[C@@]21C)C(=O)O (stereo not given in full)
  -6%	0%	-27%	-6	i	-1%	-2%	13%	-1.3
O=C(Nc1ccc(N2CCOCC2)c(Cl)c1)c1ccc([N+](=O)[O-])o1
  -6%	12%	62%[activator]	-6	-47%[inhibitor]	-8%	-17%	7%	-2.1
Nc1cc(=O)[nH]c(SCC(=O)Nc2cc([N+](=O)[O-])ccc2Cl)n1
  4%	1%	1%	-24	i	21µM*	12%	11%	-0.2
Cc1ccc(OCCN2C(=O)c3ccccc3C2=O)cc1
  u	6%	22%	x	-16%	-2%	3%	11%	-3.0
O=C(NNc1cccc(Cl)n1)c1c(F)cccc1F
  3%	0%	19%	-2	i	-6%	-18%	-2%	-2.7
O=C(CN1C(=O)NC2(CCCC2)C1=O)Nc1nc2c(F)cc(F)cc2s1
  -15%	20%	4%	u	-10%	-17%	u	u	1.0

Whole records from above. Screens in order: GLP-1R agonist, GLP1R cytotox, GLP1R inv ag, PI5P4Ka inh, PTHR1 ag, PLK1 PBD inh, EPAC1 antagonist, EPAC1 agonist, IL2 activator
Results for O=C(NNc1cccc(Cl)n1)c1c(F)cccc1F → 3%, 0%, 19%, -2, i, -6%, -18%, -2%, -2.7
Results for O=c1c2c(-c3cccs3)csc2ncn1-c1ccccc1 → 25%, 21%, u, -2, i, -7%, -12%, 4%, 0.5

Going on with the list.
Second line of a record – GLP-1R agonist	GLP1R cytotox	GLP1R inv ag	PI5P4Ka inh	PTHR1 ag	PLK1 PBD inh	EPAC1 antagonist	EPAC1 agonist	IL2 activator
COc1ccc(OC)c(NC(=O)C23CCC(C)(C(=O)C2)C3(C)C)c1 (stereo not given)
  16%	-7%	-13%	11	i	1%	-5%	-5%	-0.3
O=C(O)CN=C1NC2(CCCC2)Cc2ccccc21
  -12%	8%	7%	1	i	0%	2%	2%	-3.6
O=C(O)c1cc(-c2ccccc2Cl)n[nH]1
  -9%	-6%	6%	u	i	-13%	-10%	10%	1.3
COc1cccc(C2CC(=O)Nc3n[nH]c(-c4ccccc4)c32)c1OC (stereo not given)
  25%	-16%	36%	u	-15%	-2%	-12%	-3%	-1.9
CC(=O)N1CCN(S(=O)(=O)c2cccc(C(=O)Nc3ccccc3N3CCCCC3)c2)CC1
  11%	-2%	24%	2	-20%	-10%	-27%	-17%	-4.4
CSc1nc(N)c2c(C)c(C)sc2n1
  21%	5%	6%	3	i	-3%	-24%	-17%	-2.1
CC1CCCN(C(c2cccs2)c2nnnn2Cc2ccccc2)C1 (stereo not given)
  6%	-3%	11µM*	5	-8%[57.5 µM]	-20%	0%	8%	1.5
OCCCN1c2ccccc2Nc2nnc(-c3ccccc3)cc21
  15%	-4%	u	-3	-11%[57.5 µM]	-2%	-22%	7%	-0.4
CN1CCN(CCCNC(=O)CCN2C(=O)COc3ccccc32)CC1
  10%	1%	-5%	3	i	-1%	-5%	12%	0.5
CC(NC(=O)c1ccco1)C1COc2ccccc2O1 (stereo not given)
  -22%	15%	-15%	u	i	-21%	-3%	-3%	2.2
CCOC(=O)c1nnn(-c2ccc([N+](=O)[O-])cc2)c1C
  0%	-6%	2%	-3	-8%	4%	10%	4%	-0.2
NC(=O)c1nsc(C(=O)N(Cc2ccc(F)cc2)C(C(=O)NCC2CCCO2)c2ccc(O)cc2)c1N (stereo not given)
  -2%	3%	-4%	-5	i	0%	6%	1%	0.9
Cc1ccc(CN(C)C(=O)c2ccc(S(=O)(=O)N(C)c3ccccc3)cc2)o1
  18%	0%	u	2	-14%	-6%	-12%	8%	-0.6
O=C1CSC(=S)N1/N=C/c1cc(Br)c(O)c(Br)c1
  0%	-27%	-15%	-106*	-21%	79%[activator]	-21%	23%	6.0
CCCCC1(C)NC(=O)N(CC(=O)N2CCc3ccccc32)C1=O (stereo not given)
  3%	-8%	-9%	-4	-20%	2%	8%	-13%	-0.4
CCc1ccc(-c2cc(C(=O)NN3CCOCC3)c3ccccc3n2)s1
  4%	33%[activator]	-9%	-13	-25%	-20%	-25%	5%	0.8
O=C(NC[C@H]1CCCO1)c1cccc2c1C(=O)c1ccc(-c3ccc(F)cc3OCc3ccccc3)cc1S2(=O)=O
  5%	-4%	u	-8	-7%	-9%	1%	8%	-0.5
COc1ccc(C(=O)Cc2cc3ccccc3oc2=O)cc1
  3%	-13%	10%	0	-11%	-3%	-3%	1%	0.9
CC(C)c1nnc(NC(=O)CCC(=O)N2CCN(c3ccc(F)cc3)CC2)s1
  -3%	-4%	-8%	1	-9%	1%	-18%	1%	-1.2
O=C(CCC(=O)Nc1cccc(C(F)(F)F)c1)NCC1CCCO1 (stereo not given)
  -2%	-6%	-18%	9	-2%	-4%	-9%	2%	-2.1
O=C(O)c1cccc(CSc2ncn[nH]2)c1
  -1%	5%	5%	0	-36%[inhibitor]	-9%	-4%	-11%	-2.7
O=C(OCC(=O)N(C1CCCCC1)C1CCCCC1)c1ccncc1
  -2%	-11%	u	2	-10%[57.5 µM]	21µM*	u	0%	0.7
